Platelet DG rel: inhibitors of platelet dense granule secretion, primary screen, cell-based, MLPCN, human platelets. human platelet-rich plasma, SFLLRN dense granule ATP release, luminescence. inhibition, %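 (compounds screened at 7.5 µM in platelet-rich plasma)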. actives 0.22% (n = 300,000);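 active = mean replicate score, as percent of positive control, at or above 50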
RGS4 block: RGS4 inhibitors, primary screen, cell-based, HEK293 M3R inducible RGS4, calcium flux; actives 0.45% (n = 310,000); Fluo-4 calcium flux; active compounds read high; triggered by carbachol at its EC20; B-score at 10 µM; Regulator of G-protein signaling 4 (Homo sapiens), P49798;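 active = B-score, a plate-corrected calcium signal, over three deviations above library mean, with baseline fluorescence within five deviations of library mean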;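 also: RGS4 expression induced by doxycycline in cells with stable M3 receptor; B-score is computed from the integrated fluorescence ratio over baseline after carbachol; higher B-score means a larger calcium signal and so more RGS4 inhibition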
Target sequence (P49798 whole entry, looked up): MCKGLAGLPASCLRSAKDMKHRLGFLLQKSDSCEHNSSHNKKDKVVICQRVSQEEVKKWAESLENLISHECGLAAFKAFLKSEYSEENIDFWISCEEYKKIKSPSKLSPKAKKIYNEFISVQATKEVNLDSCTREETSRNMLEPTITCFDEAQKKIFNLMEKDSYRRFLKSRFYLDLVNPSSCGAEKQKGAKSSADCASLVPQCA
TRPC6 act: mouse TRPC6 channel activators, primary screen, cell-based, HEK293, membrane potential dye; Short transient receptor potential channel 6 (Mus musculus), Q61143; B-score at 10 µM; HEK293-TRPC6 membrane potential dye fluorescence; active compounds read high; actives 0.13% (n = 310,000);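 active = B-score of the integrated fluorescence ratio above library mean plus 3 SD, and starting fluorescence ratio within library mean plus 5 SD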;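 also: higher score means more depolarization so channel activation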
Target sequence (Q61143 whole entry, looked up): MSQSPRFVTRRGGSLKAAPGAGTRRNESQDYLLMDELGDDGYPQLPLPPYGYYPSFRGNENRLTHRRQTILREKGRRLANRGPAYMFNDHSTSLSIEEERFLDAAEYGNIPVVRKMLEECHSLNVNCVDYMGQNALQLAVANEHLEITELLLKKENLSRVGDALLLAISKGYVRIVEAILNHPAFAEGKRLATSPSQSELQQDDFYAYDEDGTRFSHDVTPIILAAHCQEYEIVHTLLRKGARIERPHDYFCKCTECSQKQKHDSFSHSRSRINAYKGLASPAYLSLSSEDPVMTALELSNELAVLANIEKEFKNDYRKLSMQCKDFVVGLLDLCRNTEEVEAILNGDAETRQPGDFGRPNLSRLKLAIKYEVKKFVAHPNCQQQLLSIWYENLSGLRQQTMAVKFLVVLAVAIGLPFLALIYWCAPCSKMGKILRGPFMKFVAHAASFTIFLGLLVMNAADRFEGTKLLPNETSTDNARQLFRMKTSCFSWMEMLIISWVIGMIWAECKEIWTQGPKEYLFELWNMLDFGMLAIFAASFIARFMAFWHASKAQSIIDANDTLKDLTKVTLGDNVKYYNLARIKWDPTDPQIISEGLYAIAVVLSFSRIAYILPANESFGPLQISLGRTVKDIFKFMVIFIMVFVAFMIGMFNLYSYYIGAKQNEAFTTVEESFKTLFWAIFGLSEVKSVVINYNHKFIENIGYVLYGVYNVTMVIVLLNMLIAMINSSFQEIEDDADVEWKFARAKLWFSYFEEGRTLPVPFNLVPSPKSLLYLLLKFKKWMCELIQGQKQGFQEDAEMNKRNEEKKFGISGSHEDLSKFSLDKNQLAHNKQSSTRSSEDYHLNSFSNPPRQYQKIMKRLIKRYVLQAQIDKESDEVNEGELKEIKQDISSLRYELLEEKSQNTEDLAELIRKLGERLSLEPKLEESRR
SKKanGAS inh: S. pyogenes SKKanGAS growth inhibitors in kanamycin, primary screen, streptokinase expression inhibitor project, SKKanGAS strain, BacTiter-Glo luminescence | inhibition, % at 7.5 µM | 6 h | actives 1.3% (n = 300,000);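 active = mean replicate score, as percent of positive control median, at least 50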;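 also: strain carries kanamycin resistance gene driven by streptokinase promoter and grows in 40 µg/ml kanamycin; loss of luminescence reflects streptokinase promoter inhibition or plain growth inhibition; 0% = median of DMSO wells and 100% = positive control at its reference dose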
HIF act: HIF pathway transcriptional activators, primary screen, cell-based, U2OS HRE-luciferase, luminescence. U2OS HRE-luciferase reporter; normalized: DMSO 0%, desferrioxamine 100%. activation, % at 7.5 µM (by protocol). actives 0.32% (n = 300,000);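 active = mean activation of at least 10% of the iron chelator positive control signal, with at least half of replicates also reaching 10%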
MrgX1 allo act: positive allosteric modulators of MrgX1, primary screen, HEK293 cells, Fluo-4 calcium flux | Mas-related G-protein coupled receptor member X1 (Homo sapiens), Q96LB2 | FDSS; active compounds read high | B-score at 10 µM | actives 0.63% (n = 310,000);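 active = plate-corrected calcium response at least 3 library SD above typical, normal starting fluorescence, not activating the receptor alone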;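 also: compound read alongside a low EC10 to EC30 dose of BAM8-22 agonist; peak minus trough fluorescence over baseline measured at the second addition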
TRPC6 inhibitor: mouse TRPC6 channel inhibitors, primary screen, cell-based, HEK293, membrane potential dye; ACh-evoked depolarization; active compounds read low; B-score at 10 µM; actives 1.1% (n = 310,000);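 active = B-score under library mean minus 3 SD, initial fluorescence not abnormally high, positive integrated signal ratio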;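 also: B-score derived from integrated fluorescence ratio over the kinetic read; more negative B-score means stronger inhibition of depolarization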
TRPC4 block: inhibitors of mouse TRPC4 channel, primary screen, Fluo4 calcium, HEK293 TRPC4beta/mu-opioid cells; B-score at 10 µM; Short transient receptor potential channel 4 (Mus musculus), Q9QUQ5; AID 2247, 2010; actives 0.39% (n = 300,000); DAMGO-evoked Fluo4 calcium flux; active compounds read low;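 active = B-score over 3 SD under the library average, no early fluorescence shift, positive overall ratio signal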
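Material: HEK293 cells with stable TRPC4beta plus mu-opioid receptor expression / Probe or stimulus: DAMGO in two steps, submaximal then maximal / Compound: single concentration per test compound / Technique: kinetic Fluo4 fluorescence imaging of calcium influx / Read-out: per-well B score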
MrgX1 antag: antagonists of human MrgX1 receptor, primary screen, HEK293 cells, Fluo-4 calcium flux; Mas-related G-protein coupled receptor member X1 (Homo sapiens), Q96LB2; BAM8-22 antagonism; active compounds read low; B-score at 10 µM; actives 1.3% (n = 310,000);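 active = calcium-response B-score plate-corrected more than 3 library SD below zero, starting fluorescence within 5 deviations, no agonist response on first addition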;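 also: peak minus trough fluorescence over baseline after final BAM8-22 challenge near maximal dose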
RGS4 pot: RGS4 potentiators or activators, primary screen, cell-based, HEK293 M3R inducible RGS4, calcium flux | carbachol calcium flux Fluo4; active compounds read low | B-score at 10 µM | actives 0.92% (n = 310,000) | AID 463111, 2010;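 active = B-score of the integrated calcium signal more than 4 SD below the library mean, with starting fluorescence not abnormally high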;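 also: negative B-score means reduced calcium response which marks RGS4 activation or potentiation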
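Also added: carbachol at ECmax as muscarinic agonist stimulus; Assay system: HEK293 cells with stable M3R and inducible RGS4; Timing: overnight RGS4 induction, 30 min dye load 37 °C, 20 min compound RT; Measured by: Fluo4-AM (2 µM) calcium-flux fluorescence, kinetic read.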
MrgX1 agonist: agonists of human MrgX1 receptor, primary screen, HEK293 cells, Fluo-4 calcium flux | Mas-related G-protein coupled receptor member X1 (Homo sapiens), Q96LB2 | Fluo-4 calcium fluorescence, agonist mode; active compounds read high | B-score at 10 µM | actives 0.44% (n = 310,000);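 active = calcium response B-score plate-corrected fluorescence ratio at least 3 library SD, with starting fluorescence B-score inside 5 SD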
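Assay system: MrgX1-expressing HEK293 cells / Amount: fifteen thousand cells per well / Doses: test compound in the initial addition of three / Timing: cells plated overnight, dye loaded 0.5 h 37 °C, 0.5 h room temperature / Technique: kinetic calcium dye fluorescence, Fluo-4 NW / Control set: positive and negative controls per plate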
Active calls of the source: *; i = inactive; . = not tested or not shown. Random draw from the library (roughly 6.1% active in at least one column).

SMILES	Platelet DG rel	RGS4 block	TRPC6 act	SKKanGAS inh	HIF act	MrgX1 allo act	TRPC6 inhibitor	TRPC4 block	MrgX1 antag	RGS4 pot	MrgX1 agonist
CCCN(C(=O)c1ccccc1N)c1c(C)n(C)n(-c2ccccc2)c1=O	1	i	i	-3	-0.6	i	i	i	i	i	i
Cc1cc(NC(=O)CSc2nnc(-c3ccccc3)n2C)no1	-1	i	i	-5	-0.2	i	i	i	i	i	i
CCC(=O)NC(c1cccc([N+](=O)[O-])c1)c1c(OC(C)=O)ccc2ccccc12 (centres undefined)	7	i	i	6	-0.1	i	i	i	i	i	i
CC(=O)c1nc(N2C(=O)CC(Cc3cc(C)cc(C)c3)C2=O)sc1C (centres undefined)	14	i	i	0	-0.4	i	i	i	i	i	i
C=CCNc1cc(C)oc(=O)c1C(=O)CC	4	i	i	-4	-0.5	i	i	i	i	i	i
CCCCNC(=O)c1cc2cc(CC)ccc2[nH]1	-2	i	i	-6	2.0	i	i	i	i	i	i
COc1ccc(C(=O)O)cc1NC(=S)NC(=O)c1ccc(-c2ccc(Cl)cc2)o1	0	4.8*	i	51*	0.2	.	i	i	.	i	.
CCOc1ccc(CN2CCN(Cc3cccn3-c3nccs3)CC2CCO)cc1 (centres undefined)	-5	i	i	-3	-0.1	i	i	i	i	i	i
O=[N+]([O-])c1ccc(S(=O)(=O)NCC2CCCO2)cc1 (centres undefined)	-20	i	i	-8	-0.5	i	i	i	i	i	i
O=C(O)c1ccc(-n2cccc2/C=C2/NC(=O)N(c3ccccc3)C2=O)cc1	2	i	i	1	-0.4	i	i	i	i	i	i
CNc1oc(-c2ccccc2)nc1C#N	-5	i	i	2	1.2	i	i	i	i	i	i
COc1ccc(N2CCN(CC(O)COc3cc(C)ccc3C)CC2)cc1 (centres undefined)	-3	i	i	-2	-0.9	i	i	i	i	i	i
O=C(NCC1CCCO1)c1ccc(CS(=O)(=O)c2c(Cl)cccc2Cl)o1 (centres undefined)	2	i	i	1	-0.1	i	i	i	i	i	i
COc1cccc(OCCn2cc(C(=O)c3ccco3)c3ccccc32)c1	11	i	i	5	0.6	i	i	i	i	-11*	i
Cc1cc(C)c(S(C)(=O)=O)c(Oc2ccc(F)cc2)n1	-7	i	i	-10	0.1	i	i	i	i	i	i
COc1cccc(N/N=C/c2cccc(Br)c2O)c1	-10	i	i	63*	0.6	i	i	i	i	i	i
Cc1ccccc1Cn1c(CN2CCN(C(=O)c3ccco3)CC2)nc2c1c(=O)n(C)c(=O)n2C	7	i	i	-5	0.0	i	i	i	i	i	i
Cc1ccc(C)c(N2CC(=O)N(c3cc(C)ccc3C)CC2=O)c1	11	i	i	-9	0.3	i	i	i	i	i	i
O=S(=O)(c1cccc(-c2n[nH]c(=S)n2Cc2ccccc2)c1)N1CCOCC1	18	i	i	15	-0.7	i	i	i	i	i	i
O=C(O)CC(NC(=O)C(F)(F)F)c1ccc2c(c1)OCO2 (centres undefined)	-1	i	i	-1	0.5	i	i	i	i	i	i
CCOC(=O)C1C(=O)CC(C)(O)C(C(=O)OCC)C1c1ccco1 (centres undefined)	-1	i	i	1	-1.6	i	i	i	i	i	i
Cc1nc2ccccc2c(=O)n1NS(C)(=O)=O	3	i	i	4	0.1	i	i	i	i	i	i
Cc1ccc(NC(=O)c2cncc(Br)c2)nc1	13	i	i	-1	2.7	i	i	i	i	i	i
O=C(O)C1=NN(c2c(F)c(F)cc(F)c2F)C(=O)CC1	6	i	i	-2	0.8	i	i	i	i	i	i
CCOc1ncccc1C(=O)Nc1ccc(S(=O)(=O)NC2=NCCCCC2)cc1	-13	i	i	-3	-0.7	i	i	i	i	i	i
Next part.
SMILES	Platelet DG rel	RGS4 block	TRPC6 act	SKKanGAS inh	HIF act	MrgX1 allo act	TRPC6 inhibitor	TRPC4 block	MrgX1 antag	RGS4 pot	MrgX1 agonist
COc1ccc(-c2nc(C(N)=O)c3[nH]c(=O)n(-c4cccc(C)c4)c3n2)c(OC)c1	-4	i	i	16	-0.1	i	i	i	i	i	i
CC(OC(=O)Cn1cnc2c1c(=O)n(C)c(=O)n2C)C(=O)NCc1ccccc1 (centres undefined)	-4	i	i	1	0.3	i	i	i	i	i	i
Cc1nc(N2CCCC2C(=O)O)c2oc3ccccc3c2n1 (centres undefined)	-4	i	i	-2	0.1	i	i	i	i	i	i
c1ccc(OCc2noc(CN3CC[C@@H]4CCCC[C@H]4C3)n2)cc1	9	i	i	0	.	i	i	i	i	i	i
CC1(C)Cc2nc(Cl)c(C(N)=O)cc2CO1	7	i	i	-1	-0.4	i	i	i	i	i	i
Cc1ccc(-c2cc(C(F)(F)F)nc(SCC(=O)c3cccc([N+](=O)[O-])c3)n2)cc1	8	i	i	-4	.	i	i	i	i	i	i
Cn1c(SCC(=O)c2c(N)n(C)c(=O)n(C)c2=O)nnc1-c1ccccc1F	-4	i	i	-15	0.1	i	i	i	-5.2*	i	i
COc1ccc(-n2nc(C(N)=O)nc2-c2ccccc2)cc1	0	i	i	2	0.6	i	-5.8*	i	i	i	i
Cc1noc(C)c1C(=O)OCC(=O)Nc1c(F)cccc1F	5	i	i	-2	-0.1	i	i	i	i	i	i
Cc1cc(=O)oc2cc(OC(C)C(=O)Nc3ccc(N4CCOCC4)cc3)ccc12 (centres undefined)	-1	i	i	-2	-0.3	i	i	i	i	i	i
C/C(=N\NC(=O)CSc1nc2ccccc2s1)c1ccco1	-2	i	i	-2	-1.2	i	i	i	i	i	i
O=C(c1cnsn1)N1CCC(CO)(Cc2cccc(F)c2)CC1	1	i	i	1	2.5	i	i	i	i	i	i
CC(O)CNCCOc1cccc(Oc2ccccc2)c1 (centres undefined)	-2	i	i	3	0.6	i	i	i	i	i	i
Cc1nc2cc(CO)ccc2n1C	8	i	i	4	0.1	i	i	i	i	i	i
CCc1nnc(NC(=O)c2ccc(S(=O)(=O)NCC(C)C)cc2)s1	9	i	i	5	0.5	i	i	i	i	i	i
Cc1occc1-c1nnc(SCC(=O)N2CCN(c3ccccc3)CC2)n1C	4	i	i	0	0.1	i	i	i	i	i	i
Cc1ccc(O)c(N=Nc2ccc(S(=O)(=O)N3CCCC3)cc2)c1	8	i	i	10	2.3	i	i	i	i	i	i
CCOc1ccc(NC(=O)C(Cc2ccccc2)NC(=O)C2CCCCC2)cc1 (centres undefined)	29	i	i	-4	-0.5	i	i	i	i	i	i
CC(=O)c1ccc(N2CCN(C(=O)CCCn3c(=O)[nH]c4ccsc4c3=O)CC2)cc1	8	i	i	15	0.5	i	i	i	i	i	i
O=C(/C=C/c1cccc([N+](=O)[O-])c1)NCCSCc1ccco1	9	i	i	2	1.2	i	i	i	i	i	i
COC(=O)c1cc(NCc2cccs2)ccc1N1CCOCC1	13	i	i	-2	0.4	i	i	i	i	i	i
COc1cccc(-c2nc(CS(=O)(=O)CC(=O)N3CCc4ccccc43)c(C)o2)c1	-3	i	i	-11	0.1	i	i	i	-4.9*	i	i
CCNC(=O)C1Cc2ccccc2CN1S(=O)(=O)c1ccc(F)cc1 (centres undefined)	-5	i	i	-5	-0.6	i	i	i	i	i	i
CCOC(=O)N1CCN(C(=O)c2cnn3ccccc23)CC1	1	i	i	-3	0.4	i	i	i	i	i	i
Cc1ccc2c(c1)C1C=CCC1C(C(=O)NCCCN1CCOCC1)N2 (centres undefined)	-5	i	i	1	-2.5	i	i	i	i	i	i
More records:
SMILES	Platelet DG rel	RGS4 block	TRPC6 act	SKKanGAS inh	HIF act	MrgX1 allo act	TRPC6 inhibitor	TRPC4 block	MrgX1 antag	RGS4 pot	MrgX1 agonist
CN(Cc1ccc(C(C)(C)C)cc1)C(=O)C1CCN(C(=O)Nc2ccccc2)CC1	-10	i	i	1	0.0	i	i	i	i	i	i
COc1ccc([N+](=O)[O-])cc1NC(=S)NC(=O)C(C)(C)C	4	i	i	-1	0.3	i	i	i	i	i	i
CCOC(=O)CSC1=NC(=O)/C(=C\c2ccc(OC(C)=O)cc2)S1	-16	18*	i	-4	1.9	i	i	.	i	i	i
COc1cccc(/C=N/NC(=O)NC23CC4CC(CC(C4)C2)C3)c1O	0	i	i	97*	0.1	i	i	i	i	i	i
COc1ccc(N2CCN(c3cc(C)c4ccc(C)cc4n3)CC2)cc1	-2	i	i	-9	0.5	i	i	i	i	i	i
CN(C)c1cccc(C(=O)Nc2cccc(F)c2)c1	7	i	i	-6	2.7	i	i	i	i	i	i
Oc1ccc(/C=N/NC(=S)N2CCOCC2)cc1	12	i	i	0	1.0	i	i	i	i	i	i
CCOC(=O)c1cc(-c2ccc(OC(F)F)cc2)nc2nc(SC)[nH]c(=O)c12	8	i	i	3	-0.1	i	i	i	i	i	i
COc1cc(=O)n(C)c2ccccc12	-6	i	i	7	0.0	i	i	i	i	i	i
CCOc1ccccc1N(C)C(=O)c1ccc2c(=O)n3c(nc2c1)CCCCC3	-1	i	i	3	-0.3	i	i	i	i	i	i
COc1ccc(CCCc2nnc(SCC(=O)NN)o2)cc1	3	i	i	3	0.1	i	i	i	i	i	i
COc1ccccc1N=C1SCC(=O)N1Cc1ccco1	-8	i	i	1	-0.2	i	i	i	i	i	i
Cc1ccc2c(c1)nc(-n1nc(C)cc1C)c1nnnn12	-3	i	i	-16	0.2	i	i	i	i	i	i
CCOc1ccc(NC(=O)C2CCN(S(=O)(=O)c3c(C)n[nH]c3C)CC2)cc1	-5	i	i	-2	-0.1	i	i	i	i	i	i
O=C(O)c1ccc2c(c1)c1c3n2CCNC3CCC1 (centres undefined)	-1	i	i	8	-1.0	i	i	i	i	i	i

Looked up above.
CN(Cc1ccc(C(C)(C)C)cc1)C(=O)C1CCN(C(=O)Nc2ccccc2)CC1 in HIF act: 0.0
Cc1ccc2c(c1)nc(-n1nc(C)cc1C)c1nnnn12 in SKKanGAS inh: -16

High-throughput results from PubChem.
